# LYPLA1 counter: LYPLA1 inhibitors, primary screen, counter-screen for PME1 inhibitor project, biochemical, fluorescence polarization, FP-Rh probe ABPP; Acyl-protein thioesterase 1 (Homo sapiens), O75608; recombinant LYPLA1; inhibition, % at 5.9 µM; hit rate 0.16% among 320,000; AID 2174, 2009;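 active = inhibition above the mean of all tested compounds plus 3 SD, set per campaign, cut at about 14% in these data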;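 also: inhibitors block serine hydrolase probe labeling of LYPLA1 so polarization falls; 0% = enzyme with DMSO and 100% = wells lacking LYPLA1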
# PAFAH1B3 FP inh: PAFAH1B3 enzyme inhibitors, primary screen, biochemical, fluorescence polarization, human; Platelet-activating factor acetylhydrolase IB subunit alpha1 (Homo sapiens), Q15102; recombinant PAFAH1B3, FP-rhodamine probe; inhibition, % at 3.39 µM; hit rate 0.28% among 340,000; AID 492972, 2010;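 active = inhibition above the screen-wide average of all tested compounds plus 3 SD, cut at about 25% in these data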;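 also: 0% = enzyme with DMSO only and 100% = wells lacking PAFAH1B3 protein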
# Target sequence (Q15102 whole entry, looked up): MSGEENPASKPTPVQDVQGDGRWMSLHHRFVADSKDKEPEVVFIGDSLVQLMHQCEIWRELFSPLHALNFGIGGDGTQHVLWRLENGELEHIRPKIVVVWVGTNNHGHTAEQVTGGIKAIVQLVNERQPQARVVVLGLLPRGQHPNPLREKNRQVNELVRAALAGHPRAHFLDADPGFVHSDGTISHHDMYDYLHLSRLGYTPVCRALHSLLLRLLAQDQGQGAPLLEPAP
# PAFAH1B2 FP inh: PAFAH1B2 enzyme inhibitors, primary screen, biochemical, fluorescence polarization, human | Platelet-activating factor acetylhydrolase IB subunit alpha2 (Homo sapiens), P68402 | recombinant PAFAH1B2, FP-rhodamine activity probe | inhibition, % at 3.39 µM | hit rate 1.2% among 340,000;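 active = inhibition above the mean of all tested compounds plus 3 SD, cut at about 24% in these data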;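 also: 0% = enzyme with DMSO and 100% = wells lacking PAFAH1B2; many of its hits are not listed in these tables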
# PREPL inhibitor: PREPL enzyme inhibitors, primary screen, biochemical, fluorescence polarization | Prolyl endopeptidase-like (Homo sapiens), Q4J6C6 | recombinant PREPL, fluorescence polarization activity-based probe | inhibition, % at 5.96 µM | hit rate 0.68% among 320,000 | AID 2751, 2010; in the data active = inhibition above about 43%;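 also: 0% = enzyme with DMSO and 100% = wells lacking enzyme; many of its hits are not listed in these tables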
# Target sequence (Q4J6C6 whole entry, looked up): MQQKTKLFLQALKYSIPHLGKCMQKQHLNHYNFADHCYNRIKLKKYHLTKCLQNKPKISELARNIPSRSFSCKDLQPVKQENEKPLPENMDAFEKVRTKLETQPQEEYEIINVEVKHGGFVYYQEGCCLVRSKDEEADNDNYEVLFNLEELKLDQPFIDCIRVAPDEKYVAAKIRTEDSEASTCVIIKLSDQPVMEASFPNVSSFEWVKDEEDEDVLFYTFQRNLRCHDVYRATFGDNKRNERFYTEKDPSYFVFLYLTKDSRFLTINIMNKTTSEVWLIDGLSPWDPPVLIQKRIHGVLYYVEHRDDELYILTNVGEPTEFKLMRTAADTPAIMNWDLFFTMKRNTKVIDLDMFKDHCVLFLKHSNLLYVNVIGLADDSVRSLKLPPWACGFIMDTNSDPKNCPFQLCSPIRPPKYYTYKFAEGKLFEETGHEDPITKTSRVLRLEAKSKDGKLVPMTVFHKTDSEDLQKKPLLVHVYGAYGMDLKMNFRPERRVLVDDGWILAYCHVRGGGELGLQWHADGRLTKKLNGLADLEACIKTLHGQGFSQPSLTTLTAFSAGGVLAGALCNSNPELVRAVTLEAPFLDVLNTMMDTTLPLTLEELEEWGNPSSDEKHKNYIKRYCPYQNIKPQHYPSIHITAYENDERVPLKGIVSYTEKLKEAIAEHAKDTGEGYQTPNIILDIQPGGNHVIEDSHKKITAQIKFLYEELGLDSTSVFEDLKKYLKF
# GSTO1 counter: inhibitors of recombinant GSTO1, primary screen, counter-screen for RBBP9 inhibitor project, biochemical, fluorescence polarization; activity-based probe fluorescence polarization; AID 1974, 2009; inhibition, % at 5.96 µM; hit rate 1.1% among 300,000; Glutathione S-transferase omega-1 (Homo sapiens), P78417;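 active = inhibition above the campaign mean inhibition plus 3 SD, cut at about 35% in these data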;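 also: 0% = GSTO1-1 with DMSO and 100% = wells lacking GSTO1-1 enzyme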
# pPAFAH inh: pPAFAH enzyme inhibitors, primary screen, biochemical, fluorescence polarization, human. Platelet-activating factor acetylhydrolase (Homo sapiens), Q13093. recombinant pPAFAH, FP-rhodamine probe fluorescence polarization. inhibition, % at 3.39 µM. hit rate 1.5% among 330,000. AID 463082, 2010;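 active = inhibition above the mean inhibition across the screen plus 3 SD, cut at about 25% in these data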;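 also: inhibitors block binding of the rhodamine activity-based probe so polarization drops; 0% = enzyme with DMSO and 100% = wells lacking pPAFAH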
# PAD4 FP inh: human PAD4 inhibitors, primary screen, biochemical, fluorescence polarization, 1536-well format; inhibition, % at 6.36 µM; recombinant PAD4, RCA probe fluorescence polarization; hit rate 0.41% among 330,000;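 active = percent inhibition above a cutoff equal to the mean of all tested compounds plus 3 SD, cut at about 15% in these data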;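 also: 0% = PAD4 with RCA probe and DMSO and 100% = probe without PAD4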
# PME-1 inh: PME-1 inhibitors via competitive probe labeling, primary screen, biochemical, fluorescence polarization, FP-Rh probe, HTS. inhibition, % at 5.9 µM. recombinant PME-1. Protein phosphatase methylesterase 1 (Homo sapiens), Q9Y570. AID 2130, 2009. hit rate 0.53% among 320,000;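 active = inhibition above the campaign mean of all compounds plus 3 SD, cut at about 26% in these data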;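 also: competitive labeling of PME-1 active site by serine hydrolase directed probe; 0% = PME-1 with DMSO and 100% = wells lacking PME-1 enzyme; inhibitors block probe labeling so polarization falls and inhibition rises; many of its hits are not listed in these tables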
# LYPLA2 counter: LYPLA2 inhibitors, primary screen, counter-screen for PME1 inhibitor project, biochemical, fluorescence polarization, FP-Rh probe ABPP | Acyl-protein thioesterase 2 (Homo sapiens), O95372 | hit rate 0.38% among 320,000 | inhibition, % at 5.9 µM | recombinant LYPLA2;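 active = inhibition above the screen-wide mean plus 3 SD, limit set per campaign, cut at about 26% in these data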;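 also: 0% = LYPLA2 with DMSO and 100% = wells lacking LYPLA2 enzyme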
# Numbers without * were called inactive; x = not tested or not shown. A portion of the library; the hit share may differ from the screen's.
SMILES,LYPLA1 counter,PAFAH1B3 FP inh,PAFAH1B2 FP inh,PREPL inhibitor,GSTO1 counter,pPAFAH inh,PAD4 FP inh,PME-1 inh,LYPLA2 counter
O=C(CSc1nc2ccccc2o1)Nc1nncs1,-0.1,1.3,-23.2,15.4,24.2,-2.1,-4.6,-5.0,3.1
CC(C)CCn1c(CN2CC(C)OC(C)C2)nc2c1c(=O)n(C)c(=O)n2C (configuration not stated),-0.8,5.5,6.1,-12.8,3.1,2.1,3.4,1.3,-2.2
CSc1ncc(C(C)=O)c(C)n1,-0.4,1.6,-4.0,6.5,-2.1,-6.7,-5.7,0.2,6.5
O=C(NC1CC1)C1=C[C@H](c2csc3ccccc23)C[C@H](OCCCCO)O1,0.4,-5.3,-4.5,5.0,-3.0,3.2,3.3,-0.6,-3.5
COc1cc(CNn2cnnc2)ccc1OCC(=O)NC(C)(C)C,0.0,12.1,2.2,13.1,3.0,5.7,-5.0,9.8,-1.9
CCOC(=O)C(=O)NCC(c1cccs1)S(=O)(=O)c1ccc(Cl)cc1 (configuration not stated),0.3,2.7,7.3,9.1,-5.8,-2.9,2.5,-10.1,-8.1
Cc1nc(-c2ccc(S(=O)(=O)N3CCOCC3)cc2)cs1,-3.0,2.5,5.7,-0.7,0.0,-5.5,4.4,-6.9,-3.3
CC(C)(C)C(=O)Cn1ncc(N2CCCC2)c(Br)c1=O,1.6,7.3,-3.4,7.5,0.9,-2.6,4.4,-6.6,8.4
O=C(/C=C/c1ccccc1)NC1CCCc2ccccc21 (configuration not stated),-3.5,x,x,5.5,4.1,4.0,-3.1,-2.5,-1.9
COc1ccc(-c2noc(-c3ccccc3-c3ccccc3)n2)cc1OC,1.1,-4.5,0.7,2.1,-0.8,2.6,0.3,-6.1,-2.5
CC(C)CCC1=NN(C(=O)c2ccco2)C(O)(C(F)(F)F)C1 (configuration not stated),0.5,4.6,5.7,4.8,6.4,1.6,-2.5,-2.8,1.8
NC(=O)c1sc2nc(N3CCCCC3)c3c(c2c1N)CCCC3,-0.6,5.5,2.4,11.1,-2.0,13.0,-6.3,4.9,5.1
O=C(NC(CO)(CO)CO)c1coc(=O)c(Br)c1,2.2,7.6,5.9,9.8,3.4,2.1,-5.1,-0.8,1.3
Cc1sc(C(=O)NCc2cccnc2)c2nc(C)n(CC(=O)NCc3cccnc3)c(=O)c12,2.2,3.2,0.8,4.5,-3.1,-0.2,-3.1,3.9,-1.6
C[C@H](CO)N1C[C@H](C)[C@@H](CN(C)S(=O)(=O)c2cccs2)Oc2ccc(NC(=O)Nc3ccc(C(F)(F)F)cc3)cc2C1=O,x,-82.1,-40.4,-0.9,x,-29.1,-4.6,x,x
CC(NC(=O)CSc1nc(C2CC2)n(-c2ccccc2)n1)c1ccco1 (configuration not stated),-2.9,3.2,-1.6,-1.2,x,3.0,-1.1,1.9,0.2
O=C(O)C1CCCCC1C(=O)NCCCN1CCCC1=O (configuration not stated),-2.1,5.4,-3.9,3.8,5.8,6.2,-4.6,-0.8,-5.3
CC1(C)Oc2ccc3ccc(=O)oc3c2C(/C=N/O)C1=O (configuration not stated),-5.7,-1.4,6.7,6.4,8.3,-6.1,7.4,-2.5,-0.8
CCN(C(=O)COC(=O)c1cccc(NS(=O)(=O)c2ccc(F)c(F)c2)c1)C1CCS(=O)(=O)C1 (configuration not stated),-1.9,x,x,-3.7,-1.5,5.6,-0.5,-7.7,-5.1
CCOc1ccc2nc(SCC(=O)Nc3ncccn3)[nH]c2c1,3.9,1.7,-3.1,2.6,4.8,-1.0,-9.2,0.1,7.2

# In the list so far, two contain a tert-butyl group:
SMILES,LYPLA1 counter,PAFAH1B3 FP inh,PAFAH1B2 FP inh,PREPL inhibitor,GSTO1 counter,pPAFAH inh,PAD4 FP inh,PME-1 inh,LYPLA2 counter
COc1cc(CNn2cnnc2)ccc1OCC(=O)NC(C)(C)C,0.0,12.1,2.2,13.1,3.0,5.7,-5.0,9.8,-1.9
CC(C)(C)C(=O)Cn1ncc(N2CCCC2)c(Br)c1=O,1.6,7.3,-3.4,7.5,0.9,-2.6,4.4,-6.6,8.4

# (list continues)
SMILES,LYPLA1 counter,PAFAH1B3 FP inh,PAFAH1B2 FP inh,PREPL inhibitor,GSTO1 counter,pPAFAH inh,PAD4 FP inh,PME-1 inh,LYPLA2 counter
[O-][n+]1c2ccccc2[n+]([O-])c2cc(O)ccc21,0.1,19.2,16.1,6.8,33.9,20.7,6.9,1.4,2.3
NNc1cc(C(=O)O)ccc1Cl,3.0,4.2,1.4,10.2,-6.4,4.2,-3.7,-3.6,6.7
Cc1nnc(C)n1/N=C/c1ccccn1,2.1,3.6,2.5,10.3,4.5,-0.8,-6.4,0.8,0.9
O=C(CN1CC[n+]2c(-c3cccs3)csc21)c1ccc(Br)cc1,-2.9,0.7,2.9,7.8,7.1,1.9,6.8,-5.2,-2.9
CC(OC(=O)c1nccnc1N)C(=O)Nc1ccc(S(=O)(=O)N2CCCC2)cc1 (configuration not stated),-2.5,-8.2,5.6,17.7,5.9,-5.4,-3.4,6.8,-8.0
COc1ccccc1NC(=O)c1cc2ccc(O)cc2o/c1=N\O,1.9,8.4,11.9,18.6,-9.5,13.7,-0.8,27.4*,7.4
CS/C(N)=N/N=C/c1cc(C)ccc1O,-0.1,6.6,2.4,8.6,8.0,-1.3,-1.4,2.5,-1.6
Cc1cc(C)n2ncc(/C(N)=N/OC(=O)Nc3ccc(Cl)cc3)c2n1,2.8,x,x,6.4,-11.2,-1.1,0.9,1.2,-6.7
COc1ccc(/C=C/C(=O)NCCCN2CCCC2)cc1,-2.5,0.6,5.2,6.8,1.6,-0.7,6.9,1.4,-2.4
O=C(c1ccccc1NS(=O)(=O)c1cccc([N+](=O)[O-])c1)N1CCCC1,2.1,3.4,5.5,-3.2,4.1,0.4,-0.7,6.6,1.4
O=C(COc1ccc(/C=N/NC(=O)c2cccnc2)cc1)Nc1ccccc1,2.8,4.1,0.6,-12.6,-1.5,-3.5,-1.7,0.5,8.3
CCC(C)(C)n1nnnc1C(c1ccc(Cl)cc1)N1CCN(C)CC1 (configuration not stated),1.9,3.3,1.3,14.9,-2.5,0.6,-6.3,-1.1,-5.4
OC(COc1ccc(Cl)cc1)CN1CCN(c2ccccn2)CC1 (configuration not stated),-0.2,3.5,0.1,7.0,10.5,-1.7,1.9,-1.0,-2.7
Cc1ccc(NC(=S)N(C)C(c2ccccc2)c2ccccc2)cc1C,-3.3,-4.1,-3.0,-4.3,-4.5,-1.0,3.8,3.4,-7.6
CCCN(CCC)CCCNS(=O)(=O)c1ccc2c(c1)oc(=O)n2C,-2.8,7.9,4.5,1.4,-47.0,-0.6,-0.9,0.6,-3.9
CN(CC(=O)Nc1c(Cl)cccc1Cl)C(=O)c1cccc(S(=O)(=O)NCc2ccccc2)c1,-3.0,9.8,5.5,-2.1,9.0,1.9,-2.8,2.6,2.4
Clc1cc(NCc2ccccc2)ncn1,2.6,-6.8,3.8,-0.2,4.7,4.7,-2.5,-6.5,5.1
CCOc1ncccc1C(=O)OCC(=O)N1CCC(C)CC1,x,9.7,-2.6,5.5,x,3.0,2.7,x,x
O=C(Nc1ccc(O)cc1)/C(=C\C=C\c1ccccc1)NC(=O)c1ccccc1,-0.4,7.4,0.3,4.7,-5.7,4.8,1.4,-1.4,2.3
Cc1ccc(OCCOC(=O)c2cccc(S(=O)(=O)N3CC(C)OC(C)C3)c2)cc1 (configuration not stated),5.6,-0.2,5.0,14.3,x,2.0,2.1,-2.8,9.9
CCOC(=O)c1cn(Cc2ccc(Cl)cc2Cl)c2cc(C)nn2c1=O,-2.5,7.7,0.6,19.6,-1.6,1.2,2.0,5.6,2.0
Cc1ccc(S(=O)(=O)CCc2nnc(NC(=O)c3ccccn3)s2)cc1,-0.1,6.9,3.1,25.4,5.7,0.3,-9.9,-6.7,-1.5
O=C(NCc1ccc2c(c1)OCO2)C1CCC(CNc2c(N3CCCC3)c(=O)c2=O)CC1 (configuration not stated),-1.3,5.1,3.8,8.3,0.3,4.2,-3.3,3.8,0.6
Cc1cc(C(=O)OCC(=O)NC(C)(C)C)c2ccccc2n1,-2.1,7.9,5.6,4.0,-2.0,1.0,-0.9,4.5,0.9
Cc1cc(S(=O)(=O)N2CCOCC2)c(C)s1,2.5,-0.3,0.1,-8.0,-3.8,2.9,2.7,-2.3,1.0
COc1ccc(C(C(=O)NC2CCCCC2)N(Cc2ccco2)C(=O)CNC(=O)c2ccco2)cc1 (configuration not stated),-9.4,9.4,3.2,12.0,1.1,5.6,-0.8,1.7,1.2
c1csc(CSc2nc3ccccc3s2)c1,2.7,-0.1,-2.4,-3.8,-6.3,5.7,8.0,2.0,6.2
COC(=O)C1C(=O)C2=C(CC1C)NC(=O)CC2c1ccc(F)cc1 (configuration not stated),-0.1,0.8,2.5,-3.8,4.5,-5.6,-1.5,-8.1,-4.9
COc1cccc(OC)c1C(=O)NC(=S)NCc1ccccc1,-1.4,6.9,5.2,-9.8,-3.3,3.8,-1.4,3.4,-5.2
CC(C)c1ccc(C2c3[nH]c4ccccc4c3C[C@H]3C(=O)N(c4ccccc4C(=O)N4CCC(C(=O)O)CC4)C(=O)N23)cc1 (some centres not stated),-1.2,10.2,3.0,-2.1,7.8,14.5,1.6,-0.6,-0.3
COC(=O)c1cccc(C(=O)N2CCCC(Nc3ccc(C)c(C)c3)C2)c1 (configuration not stated),-3.2,2.9,6.4,28.5,-8.7,5.6,-2.8,-2.9,-1.8
COc1ccc2[nH]c3c(c2c1)CCN1C(=O)C(CC(=O)NCCc2ccccn2)C[C@H](C(=O)N2CCCCC2)[C@@]31CCc1ccccc1 (some centres not stated),x,3.1,2.6,x,x,9.9,4.0,x,x
COc1ccc(-n2c(SCC(=O)Nc3ccc([N+](=O)[O-])cc3OC)nc3ccccc32)cc1,3.1,2.4,0.9,10.7,4.7,5.3,-1.4,4.3,5.2
CN1CCN(CCCNC(=O)c2ccc3c(c2)N(Cc2ccccc2)CCS3)CC1,0.8,-0.1,2.3,26.7,5.8,-0.2,-2.9,1.1,-2.8
COc1ccc(-c2[nH]ncc2C=O)cc1OC,4.4,-1.4,2.6,10.7,6.4,-0.4,0.2,-3.0,7.7
COc1ccccc1NC(=O)CCSc1ccc(C)cc1,-4.4,12.2,19.2,-1.6,1.3,0.2,-2.3,-1.4,-3.4
CCN1CCN(c2nc3sc4c(c3c3ncnn23)CC(C)CC4)CC1 (configuration not stated),0.1,0.7,0.3,7.3,0.8,5.2,-2.9,-1.8,-1.8
COc1ccc(CN(C)CC2CCCN(CCc3ccc(F)cc3)C2)c(OC)c1OC (configuration not stated),1.9,1.2,0.0,3.3,9.7,-0.8,2.9,1.6,1.1

# Screens as filed in PubChem BioAssay.
